PfHsp90 set2 – inhibits growth of yeast expressing Plasmodium falciparum Hsp90. inhibition, % at 9.4 µM. S. cerevisiae expressing PfHsp90, BacTiter-Glo ATP, 48 h; yeast lacking PDR1 and PDR3 efflux regulators. actives 0.32% (n = 310,000);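 active means every replicate shows inhibition above about 80%, whatever the replicate mean, limit read from the data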;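 further: 0% = DMSO neutral controls and 100% = 20 µM radicicol positive controls; yeast relying on Plasmodium falciparum Hsp90 in place of its own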
DAGLB inhibitor – blocks human DAGLB lipase activity. HEK293T DAGLB membrane lysate, EnzChek fluorogenic substrate. inhibition, % at 5.17 µM. actives 0.059% (n = 340,000); in the data active means inhibition above about 34%;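 further: 0% = enzyme with vehicle and 100% = wells lacking enzyme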
Target sequence (Q8NCG7 whole entry, looked up): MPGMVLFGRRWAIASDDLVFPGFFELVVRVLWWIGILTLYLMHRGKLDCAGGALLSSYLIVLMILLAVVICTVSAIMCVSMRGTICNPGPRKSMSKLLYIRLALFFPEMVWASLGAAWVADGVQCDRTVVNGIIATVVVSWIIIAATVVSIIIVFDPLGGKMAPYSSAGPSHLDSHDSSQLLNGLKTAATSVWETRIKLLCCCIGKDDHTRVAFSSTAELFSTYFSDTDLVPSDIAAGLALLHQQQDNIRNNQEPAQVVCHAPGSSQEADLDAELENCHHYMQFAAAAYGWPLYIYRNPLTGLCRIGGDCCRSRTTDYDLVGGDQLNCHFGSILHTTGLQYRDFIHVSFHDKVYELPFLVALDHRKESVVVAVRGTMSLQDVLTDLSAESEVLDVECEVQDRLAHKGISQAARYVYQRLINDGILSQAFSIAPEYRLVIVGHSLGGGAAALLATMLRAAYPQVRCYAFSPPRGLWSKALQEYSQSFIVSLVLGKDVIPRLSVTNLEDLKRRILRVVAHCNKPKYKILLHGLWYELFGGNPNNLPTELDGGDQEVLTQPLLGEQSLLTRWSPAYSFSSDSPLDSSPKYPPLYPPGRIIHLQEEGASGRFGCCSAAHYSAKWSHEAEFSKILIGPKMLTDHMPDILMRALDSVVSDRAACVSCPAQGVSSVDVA
PvdQ acylase – blocks Pseudomonas aeruginosa PvdQ acylase activity. actives 0.063% (n = 340,000). inhibition, % at 10 µM. purified PvdQ acylase, fluorescence plate reader. AID 488965; in the data active means inhibition above about 30%, passing the limit was not always enough;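 further: 0% = vehicle neutral wells and 100% = reference inhibitor wells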
AddAB inh – less growth of phage-infected E. coli with AddAB; E. coli expressing H. pylori AddAB, absorbance growth; inhibition, % at 11.9 µM; actives 0.29% (n = 330,000); in the data active means inhibition above about 12%;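 further: 0% = vehicle wells of infected cells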
CAL PDZ inh – blocks peptide binding to human CAL PDZ domain | AID 504414 | actives 0.02% (n = 330,000) | inhibition, % at 20 µM | Q9HD26 | purified CAL PDZ, TMR-peptide fluorescence polarization, 1 h;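 active means highest replicate inhibition of at least 40%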;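 further: plate controls were DMSO neutral control wells for no effect and unlabeled competitor peptide control wells for full effect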
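Test system: tagged CAL PDZ domain / Buffer or medium: sodium phosphate/NaCl buffer pH 7.4 with TCEP, IgG, Thesit / Reagent: TMR-labelled reporter peptide T*-PRC34 bound in PDZ groove / Compound dosing: single point, 20 µM / Schedule: 1 h incubation at room temperature before polarization reading / Technique: fluorescence polarization (mP) / Benchmarks: unlabelled peptide, DMSO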
Tat export inh – inhibitors of E. coli Tat protein transport | E. coli MC4100 TorA-mCherry Tat export, fluorescence | actives 0.036% (n = 340,000) | inhibition, % at 10 µM;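 active means mean replicate inhibition at least 50% and at least half of replicates individually reaching 50%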;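 further: exported cargo escapes ClpAP degradation while cytoplasmic cargo is degraded and loses fluorescence; 0% = median of neutral control wells and 100% = median of NaSCN control wells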
phage Ecoli inh – E. coli growth loss with phage present. actives 0.26% (n = 360,000). inhibition, % at 11.9 µM. growth absorbance; in the data active means inhibition above about 11%
Ecoli viability – reduces bacterial viability in AddAB counter-screen | actives 0.27% (n = 330,000) | E. coli V3065 growth, OD600 absorbance, 18 h | AID 449728 | inhibition, % at 11.9 µM;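 active means inhibition above the campaign's mean inhibition across all tested compounds plus 3 SD, cut at about 9.9% in these data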;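 further: uninfected addAB+ strain grown without phage in ampicillin broth; 0% = DMSO wells and 100% = ciprofloxacin 0.95 µg/ml wells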
Wnt act – Wnt/beta-catenin pathway activation; Wnt/beta-catenin reporter cell assay, activator, plate reader; activation, % at 9.35 µM; actives 1.2% (n = 300,000); in the data active means activation above about 30%, passing the limit was not always enough;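 further: 0% = neutral control wells and 100% = positive control wells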
Rtt109 HAT inh – C. albicans Rtt109 histone acetyltransferase inhibition | Q5AAJ8 | purified Rtt109/Vps75, ThioGlo CoA-SH fluorescence, 4 h | inhibition, % at 34.9 µM | actives 0.16% (n = 330,000);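 active means inhibition of at least 50% in every replicate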
Target sequence (Q5AAJ8 whole entry, looked up): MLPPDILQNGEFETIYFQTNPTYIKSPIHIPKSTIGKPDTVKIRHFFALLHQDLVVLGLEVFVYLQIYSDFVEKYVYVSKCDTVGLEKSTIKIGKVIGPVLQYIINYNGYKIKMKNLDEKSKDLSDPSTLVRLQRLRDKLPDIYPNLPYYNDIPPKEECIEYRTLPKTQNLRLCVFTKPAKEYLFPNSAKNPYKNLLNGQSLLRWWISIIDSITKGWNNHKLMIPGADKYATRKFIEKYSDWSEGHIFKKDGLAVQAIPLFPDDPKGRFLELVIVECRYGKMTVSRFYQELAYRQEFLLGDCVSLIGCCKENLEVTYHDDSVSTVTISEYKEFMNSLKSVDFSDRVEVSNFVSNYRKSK
The depositor's hits bear a star. Not a hit list (roughly 1.9% active in at least one column).

COc1cc(NC(=O)C2CCCN(S(=O)(=O)c3cccc4nsnc34)C2)cc(OC)c1 (stereo unspecified) was read as PfHsp90 set2 -23.0, DAGLB inhibitor -2.2, PvdQ acylase -11.3, AddAB inh 0.7, CAL PDZ inh -0.8, Tat export inh -1.4, phage Ecoli inh 1.6, Ecoli viability -0.2, Wnt act -2.1 and Rtt109 HAT inh -7.9.
For Cc1nnsc1C(=O)N/N=C/c1cccc(C(F)(F)F)c1 the results were PfHsp90 set2 -26.1, DAGLB inhibitor 2.2, PvdQ acylase -13.2, AddAB inh 1.3, CAL PDZ inh -2.3, Tat export inh 8.3, phage Ecoli inh 0.8, Ecoli viability 1.4, Wnt act 1.3 and Rtt109 HAT inh 3.2.
`O=C1NC(=O)N(Cc2ccccc2F)C1=O` gave PfHsp90 set2 -10.3, DAGLB inhibitor -1.3, PvdQ acylase -13.6, AddAB inh -0.1, CAL PDZ inh -0.9, Tat export inh 4.3, phage Ecoli inh 0.6, Ecoli viability -3.6, Wnt act 0.1 and Rtt109 HAT inh -13.8.
Screening O=C(CN1CCN(S(=O)(=O)c2ccc(F)cc2)CC1)Nc1ccccc1F returned PfHsp90 set2 25.4, DAGLB inhibitor 0.9, PvdQ acylase -12.2, AddAB inh 3.7, CAL PDZ inh 0.9, Tat export inh 3.5, phage Ecoli inh 4.2, Ecoli viability -0.7 and Rtt109 HAT inh -1.3.
CC(C)Nc1nc(SCC(N)=O)nc(N2CCOCC2)n1 was read as PfHsp90 set2 -24.9, DAGLB inhibitor -2.5, PvdQ acylase -13.0, AddAB inh 2.5, CAL PDZ inh -2.3, Tat export inh -4.4, phage Ecoli inh 2.9, Ecoli viability 0.2 and Rtt109 HAT inh -7.6.
For Clc1ccc2c(NCc3ccccc3)ccnc2c1 the results were PfHsp90 set2 -2.2, DAGLB inhibitor -0.8, PvdQ acylase -9.9, AddAB inh 3.9, CAL PDZ inh -4.5, Tat export inh -5.0, phage Ecoli inh 0.7, Ecoli viability 2.2, Wnt act -5.3 and Rtt109 HAT inh -1.7.
Screening CSc1nc2sc3c(c2c2nnnn12)CCCC3 returned PfHsp90 set2 -62.3, DAGLB inhibitor -6.8, PvdQ acylase 18.8, AddAB inh -2.2, CAL PDZ inh -0.5, Tat export inh 0.2, phage Ecoli inh 3.6, Ecoli viability -0.4 and Rtt109 HAT inh -4.4.
Screening CCOC(=O)C(=CN=C(N)Nc1nc2ccccc2o1)C(=O)OCC returned PfHsp90 set2 -29.1, DAGLB inhibitor -2.8, PvdQ acylase -4.4, AddAB inh 0.5, CAL PDZ inh -0.3, Tat export inh -1.5, phage Ecoli inh 3.3, Ecoli viability 0.8, Wnt act 2.8 and Rtt109 HAT inh -12.7.
`Oc1c(Cl)cc(Cl)cc1C1=NNC(c2ccc(Cl)cc2)C1` (stereo unspecified) gave PfHsp90 set2 14.1, DAGLB inhibitor -8.7, PvdQ acylase -9.1, CAL PDZ inh -0.8, Tat export inh 4.7 and Rtt109 HAT inh -6.7.
CN(C)c1ccc(/C=C2\CCC/C(=C\c3ccccc3)C2=O)cc1 was read as PfHsp90 set2 20.0, DAGLB inhibitor -1.4, PvdQ acylase -7.5, AddAB inh 3.9, CAL PDZ inh -0.9, Tat export inh 8.2, phage Ecoli inh 2.4, Ecoli viability -0.7, Wnt act 18.2 and Rtt109 HAT inh -3.3.
`Cc1cc(N2CCN(Cc3cn(C)nc3-c3cccc(Cl)c3)CC2)cc(C)n1` gave PfHsp90 set2 -1.1, DAGLB inhibitor -0.4, PvdQ acylase -10.2, AddAB inh -2.7, CAL PDZ inh -1.8, Tat export inh -2.3, phage Ecoli inh -1.1, Ecoli viability -0.8, Wnt act -8.6 and Rtt109 HAT inh 12.1.
`COc1ccc(NC(=O)N2CCOCC2)cc1` gave PfHsp90 set2 11.0, DAGLB inhibitor -3.3, PvdQ acylase 8.8, AddAB inh -0.3, CAL PDZ inh -1.6, Tat export inh -0.7, phage Ecoli inh 5.0, Ecoli viability 0.6, Wnt act 1.3 and Rtt109 HAT inh 23.7.
CCC(C)[C@H](NC(=O)NC1CCN(Cc2ccccc2)CC1)C(=O)OC (stereo partly specified) was read as PfHsp90 set2 -4.2, DAGLB inhibitor -0.8, PvdQ acylase -12.3, AddAB inh 1.5, CAL PDZ inh -1.4, Tat export inh -2.1, phage Ecoli inh 4.3, Ecoli viability 1.7 and Rtt109 HAT inh 4.9.
Screening CC1CCCN(CCC(=O)Nc2ccc3c(c2)CCC3)C1 (stereo unspecified) returned PfHsp90 set2 -5.7, DAGLB inhibitor -2.8, PvdQ acylase -14.9, AddAB inh 2.0, Tat export inh 1.9, phage Ecoli inh 2.7, Ecoli viability -2.0, Wnt act -8.0 and Rtt109 HAT inh 10.3.
`CSc1ccccc1-c1nnc(-c2ccc(C)cc2)o1` gave DAGLB inhibitor -9.0, PvdQ acylase 0.4, AddAB inh 4.2, CAL PDZ inh -2.2, Tat export inh -4.3, phage Ecoli inh 1.7, Ecoli viability 1.1 and Rtt109 HAT inh 9.4.
For OCC[C@@H]1C[C@@H](O)[C@H](O)[C@@]2(Cc3ccccc3O2)O1 the results were PfHsp90 set2 -8.4, DAGLB inhibitor -1.5, PvdQ acylase -7.5, AddAB inh 1.1, CAL PDZ inh -0.5, Tat export inh 2.4, phage Ecoli inh 1.2, Ecoli viability -2.9, Wnt act 1.0 and Rtt109 HAT inh 2.7.
Screening CS/C(=C\[N+](=O)[O-])Nc1ccc(F)cc1 returned PfHsp90 set2 -7.0, DAGLB inhibitor 1.5, PvdQ acylase 0.0, AddAB inh 3.6, CAL PDZ inh -2.6, Tat export inh -3.9, phage Ecoli inh 2.1, Ecoli viability -1.1 and Rtt109 HAT inh -1.9.
Screening Cc1cc(C)n2nc(C(=O)Nc3cccc(S(=O)(=O)N4CCCC4)c3)nc2n1 returned PfHsp90 set2 -4.5, DAGLB inhibitor 2.0, PvdQ acylase -5.5, AddAB inh 2.8, CAL PDZ inh 0.7, Tat export inh 2.7, phage Ecoli inh 0.6, Ecoli viability 2.3, Wnt act 2.2 and Rtt109 HAT inh -3.6.
`Cn1cccc1Cc1nnc(SCC(=O)Nc2nccs2)n1CCc1ccccc1` gave PfHsp90 set2 -16.9, DAGLB inhibitor -2.5, PvdQ acylase -18.5, AddAB inh 3.3, CAL PDZ inh 0.1, Tat export inh 5.1, phage Ecoli inh -0.8, Ecoli viability 0.0, Wnt act -2.1 and Rtt109 HAT inh -3.5.
Screening COc1ccc(CSc2nnnn2-c2ccc(O)cc2)cc1F returned PfHsp90 set2 -3.2, DAGLB inhibitor -1.1, PvdQ acylase -13.1, AddAB inh -0.8, CAL PDZ inh -0.9, Tat export inh 2.6, phage Ecoli inh -2.1, Ecoli viability -0.3, Wnt act -3.2 and Rtt109 HAT inh 0.6.
For CCCCn1c(-c2ccco2)nc2oc3ccccc3c(=O)c2c1=O the results were PfHsp90 set2 7.7, DAGLB inhibitor -1.4, PvdQ acylase -8.2, AddAB inh -0.7, CAL PDZ inh -0.9, Tat export inh 7.1, phage Ecoli inh 4.8, Ecoli viability -2.6, Wnt act -0.5 and Rtt109 HAT inh -5.0.
`Cc1ccc(C)c(NC(=O)COC(=O)c2nc(Cl)ccc2Cl)c1` gave PfHsp90 set2 -15.3, DAGLB inhibitor 1.1, PvdQ acylase -1.4, AddAB inh 2.8, CAL PDZ inh 3.5, Tat export inh 8.8, phage Ecoli inh -1.0, Ecoli viability 0.3, Wnt act 0.3 and Rtt109 HAT inh -8.9.
Screening CCOC(=O)c1ccc(NC(=S)NCCCn2ccnc2)cc1 returned PfHsp90 set2 -21.3, DAGLB inhibitor -0.9, PvdQ acylase 6.1, AddAB inh 3.2, CAL PDZ inh -0.9, Tat export inh 6.7, phage Ecoli inh 3.7, Ecoli viability -0.2, Wnt act -1.4 and Rtt109 HAT inh -2.4.
For O=C(c1ccc(F)cc1)C(CN1CCOCC1)c1ccccc1 (stereo unspecified) the results were PfHsp90 set2 -9.7, DAGLB inhibitor 18.6, PvdQ acylase 10.5, AddAB inh -0.8, CAL PDZ inh 0.4, Tat export inh -4.7, phage Ecoli inh -0.9, Ecoli viability -0.1, Wnt act -11.5 and Rtt109 HAT inh 3.9.

An excerpt taken from the entries so far, as a working copy:
CCC(C)[C@H](NC(=O)NC1CCN(Cc2ccccc2)CC1)C(=O)OC (stereo partly specified) was read as PfHsp90 set2 -4.2, DAGLB inhibitor -0.8, PvdQ acylase -12.3, AddAB inh 1.5, CAL PDZ inh -1.4, Tat export inh -2.1, phage Ecoli inh 4.3, Ecoli viability 1.7 and Rtt109 HAT inh 4.9.
Screening CC1CCCN(CCC(=O)Nc2ccc3c(c2)CCC3)C1 (stereo unspecified) returned PfHsp90 set2 -5.7, DAGLB inhibitor -2.8, PvdQ acylase -14.9, AddAB inh 2.0, Tat export inh 1.9, phage Ecoli inh 2.7, Ecoli viability -2.0, Wnt act -8.0 and Rtt109 HAT inh 10.3.

Later entries
For Nn1c(Nc2ccc(Cl)cc2)nncc1=O the results were PfHsp90 set2 -0.7, DAGLB inhibitor 0.9, PvdQ acylase -13.3, AddAB inh 4.4, CAL PDZ inh -0.7, Tat export inh -0.4, phage Ecoli inh -0.8, Ecoli viability 1.4, Wnt act -0.7 and Rtt109 HAT inh -13.8.
`COc1ccc(COc2cccc3ccc(C)nc23)cc1F` gave PfHsp90 set2 25.3, DAGLB inhibitor -2.3, PvdQ acylase -5.4, AddAB inh 1.3, CAL PDZ inh -2.0, Tat export inh -6.2, phage Ecoli inh 1.8, Ecoli viability -2.6, Wnt act 0.7 and Rtt109 HAT inh 4.4.
`COc1cccc(C(=O)NCc2nnc(SCC(=O)Nc3nccs3)n2-c2cccc(C)c2)c1` gave DAGLB inhibitor 1.1, PvdQ acylase 9.8, AddAB inh -1.9, CAL PDZ inh -2.1, Tat export inh 10.0, phage Ecoli inh 1.2, Ecoli viability -1.3, Wnt act -3.0 and Rtt109 HAT inh 61.4*.
For CC(C)(C)OC(=O)NCCCC[C@@H](C(=O)NCCCCCCCCCCC(=O)N1CCN(C(=O)OC(C)(C)C)CC1)n1cc(CCO)nn1 the results were PfHsp90 set2 5.5, DAGLB inhibitor -0.6, PvdQ acylase 1.3, AddAB inh -1.0, CAL PDZ inh 0.0, Tat export inh 4.9, phage Ecoli inh 3.3, Ecoli viability -2.3, Wnt act -6.4 and Rtt109 HAT inh 7.8.
Screening O=C(Nc1ccc(F)cc1)c1c(Cl)nc2ccccn12 returned PfHsp90 set2 -3.0, DAGLB inhibitor -3.0, PvdQ acylase -5.2, AddAB inh 1.8, CAL PDZ inh -1.0, Tat export inh -0.5, phage Ecoli inh 4.3, Ecoli viability 1.2, Wnt act 5.4 and Rtt109 HAT inh -9.0.
For CCCC(=O)Nc1cc(=O)n(C)c(=O)n1C the results were PfHsp90 set2 -20.4, DAGLB inhibitor -1.1, PvdQ acylase -15.8, AddAB inh 1.5, CAL PDZ inh 0.9, Tat export inh 4.2, phage Ecoli inh 52.9*, Ecoli viability 1.3, Wnt act -2.5 and Rtt109 HAT inh 5.5.
O=C(Cn1ncc2c([nH]c3ccccc32)c1=O)Nc1ccc(CN2CCCCC2)cc1 was read as PfHsp90 set2 2.2, DAGLB inhibitor -0.8, PvdQ acylase 9.0, AddAB inh 4.2, CAL PDZ inh -2.6, Tat export inh -1.5, Ecoli viability -2.4 and Rtt109 HAT inh -0.4.
Screening CC1CCC(C(C)C)C(OCC(O)CN2CCCC(C)C2)C1 (stereo unspecified) returned PfHsp90 set2 6.4, DAGLB inhibitor -0.7, PvdQ acylase 15.5, AddAB inh 1.4, CAL PDZ inh -0.8, Tat export inh -5.5, phage Ecoli inh -2.0, Ecoli viability 1.1, Wnt act -2.6 and Rtt109 HAT inh 3.9.

Screening data deposited in PubChem BioAssay by several laboratories.
